# Screening results: PubChem, National Center for Advancing Translational Sciences (NCATS)
# RGS12 GoLoco inh: blocks human Gai1 binding to RGS12 GoLoco peptide, red readout. AID 880. Gai1:RGS12 GoLoco peptide FP, rhodamine, 10 min. Potency, µM (highest dose often 61.6 µM), without a hit: top-dose activity, negative = inhibition, most hits filed as inhibitors. 0.44% of 230,000 active. P63096; active = well fitted inhibition curve with a large enough effect, not every such curve was filed as active; inactive = no such curve, though single readings can be large or run the other way; note: % is set by controls: 0 for no effect and ±100 for the full control effect; nearly all actives have a fitted effect of over 30% in size; many of its hits are not listed in these tables
# GAA inhib: blocks human lysosomal alpha-glucosidase; purified human GAA, 4-MU-alpha-glucoside fluorescence; Potency, µM (doses to about 76.9 µM), inactives show at the top dose activity change, negative = inhibition, actives largely listed as inhibitors; 0.005% of 200,000 active;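 note: plate controls were uninhibited enzyme wells for no effect and no-enzyme background for full effect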
#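 qHTS format, compound range up to 77 uM. Human lysosomal enzyme at 4 nM, 400 uM 4-MU glucoside substrate, pH 5.0, 20 min room temperature; fluorescence after alkaline stop gives activity normalized to controls.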
# GAA glycogen: GAA glycogen-cleavage inhibition or activation; recombinant GAA, glycogen substrate, Amplex Red glucose oxidase fluorescence; Potency, µM (titrated, usually from 76.4 µM), without a hit: at the top dose activity change, negative = inhibition, most hits filed as inhibitors; 0.38% of 300,000 active; AID 2100;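 note: 0% = full enzyme reaction and -100% = no-enzyme basal signal; the screen sought inhibitors and activators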
#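 Natural-substrate format: glycogen cleavage by 4 nM human enzyme, glucose read by Amplex Red coupling (Ex 573, Em 610 nm). Normalized to enzyme and no-enzyme controls.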
# SMN2 splice enh: SMN2 splice variant enhancement; HEK293 SMN2-luciferase splicing reporter, luminescence, 30-36 h; Potency, µM (series often up to 46.1 µM), for the others: at the highest dose activity change, positive = activation, hits mostly activators; 2.8% of 210,000 active; AID 1458; note: % of control where 0% means no effect; nearly all actives have a fitted effect of over 55% in size
#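 HEK293 cells carry an SMN2 […]–luciferase reporter in which exon 7 inclusion puts luciferase in frame. Cells were plated 10-12 h before compound addition, then incubated 30-36 h at 37C. ONE-Glo luminescence was read; sodium butyrate at 4.5 mM final served as control.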
# aGlu spleen mod: lysosomal alpha-glucosidase (human) modulation. human spleen homogenate, 4-MU-alpha-glucoside fluorescence. Potency, µM (doses to about 79.9 µM), for inactives: top-dose activity change, negative = inhibition, actives largely listed as inhibitors. 0.006% of 240,000 active. AID 2112;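 note: 0% = enzyme with vehicle and -100% = no enzyme basal signal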
#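 Human spleen homogenate (1 ug) with 4-methylumbelliferyl-alpha-D-glucopyranoside (1 mM final) in 50 mM citrate/phosphate pH 5.0, 0.01% Tween-20; 40 min at 37 C. Stopped at pH 10; 4-MU fluorescence Ex 365/Em 440 nm; AC50 by Hill fit.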
# GLA spleen mod: inhibits or activates alpha-galactosidase in human spleen homogenate; P06280; Potency, µM (titrated, usually from 80 µM), without a hit: at the top dose activity change, negative = inhibition, most hits filed as inhibitors; human spleen homogenate, 4MU-alpha-Gal fluorescence, 40 min; 0.008% of 240,000 active;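 note: 0% = enzyme with vehicle and -100% = no enzyme basal signal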
#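 Spleen homogenate 1 ug + cpd (titration) + 4-MU-alpha-D-galactopyranoside 1 mM; 37C 40 min; 50 mM citrate/phosphate pH 5.0, 0.01% Tween-20; stop pH 10; fluorescence 365/440; AC50 via Hill.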
# KDM4E inh: JMJD2E (human) inhibition. JMJD2E catalytic domain, FDH-coupled NADH fluorescence (FDH is formaldehyde dehydrogenase). Potency, µM (top dose mostly 57.1 µM), for the others: at the top dose activity change, negative = inhibition, usual class: inhibitors. 1.6% of 230,000 active. AID 2147; active = well fitted inhibition curve with a large enough effect, not every such curve was filed as active; inconclusive = small, poorly fitted or top-dose-only effect, or another doubt; inactive = no such curve, though single readings can be large or run the other way;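 note: 0% = wells with enzyme and -100% = buffer wells without enzyme; nearly all actives have a fitted effect of over 50% in size; many of its hits are not listed in these tables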
# Target sequence (B2RXH2 1-337 limits assumed): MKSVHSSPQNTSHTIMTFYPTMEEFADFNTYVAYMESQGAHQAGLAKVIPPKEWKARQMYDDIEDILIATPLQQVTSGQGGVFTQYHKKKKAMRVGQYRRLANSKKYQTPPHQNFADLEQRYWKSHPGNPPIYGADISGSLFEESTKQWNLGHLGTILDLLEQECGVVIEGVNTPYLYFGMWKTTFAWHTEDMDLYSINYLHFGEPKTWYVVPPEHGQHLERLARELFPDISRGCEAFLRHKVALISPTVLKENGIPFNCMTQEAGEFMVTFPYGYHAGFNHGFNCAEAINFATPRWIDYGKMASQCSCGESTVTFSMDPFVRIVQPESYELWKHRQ
# ALDH1A1 inh: inhibitors of human aldehyde dehydrogenase 1A1. Purified ALDH1A1, NADH fluorescence, propionaldehyde substrate. Potency, µM (titrated, usually from 75.3 µM), without a hit: at the top dose activity, negative = inhibition, most hits filed as inhibitors. 7.3% of 220,000 active. AID 1030; active = well fitted inhibition curve with a large enough effect, not every such curve was filed as active; inconclusive = small, poorly fitted or top-dose-only effect, or another doubt; inactive = no such curve, though single readings can be large or run the other way;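 note: plate controls were no enzyme wells and a reference inhibitor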
# Target sequence (P00352 whole entry, looked up): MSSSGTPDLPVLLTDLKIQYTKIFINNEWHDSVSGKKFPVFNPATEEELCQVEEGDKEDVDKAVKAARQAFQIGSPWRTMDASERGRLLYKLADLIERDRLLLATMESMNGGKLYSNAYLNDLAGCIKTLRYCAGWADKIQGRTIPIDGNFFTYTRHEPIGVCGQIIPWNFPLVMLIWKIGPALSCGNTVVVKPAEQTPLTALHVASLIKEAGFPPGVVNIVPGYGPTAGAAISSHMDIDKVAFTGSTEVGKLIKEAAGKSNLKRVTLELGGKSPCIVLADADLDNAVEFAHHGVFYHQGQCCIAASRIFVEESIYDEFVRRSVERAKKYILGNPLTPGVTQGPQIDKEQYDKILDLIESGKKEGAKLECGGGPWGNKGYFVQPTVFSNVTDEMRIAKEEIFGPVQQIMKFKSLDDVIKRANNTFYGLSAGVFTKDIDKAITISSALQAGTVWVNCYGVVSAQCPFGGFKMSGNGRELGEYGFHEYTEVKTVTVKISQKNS
# * marks the source's active call; other numbers are inactive results; u = inconclusive; x = no result given; & = joins results of further samples; [ ] = remark or other dose. Unless noted, calls come from the whole dose curve; as a rule, active = well fitted curve in the direction sought with a large enough effect; inconclusive = small, poorly fitted or top-dose-only effect, or another doubt; inactive = no such curve, though single readings can be large; an effect the other way counts as inactive or inconclusive. Potency is the fitted concentration of half-maximal effect.
Compound	RGS12 GoLoco inh	GAA inhib	GAA glycogen	SMN2 splice enh	aGlu spleen mod	GLA spleen mod	KDM4E inh	ALDH1A1 inh
CC(=O)c1cc(-c2ccccc2)n(CCC(=O)NC2CCCCCC2)c1C	17%	8%	1%	-32%[inhibitor]	-3%	-10%	-6%	u
O=S(=O)(NC1CCCCC1N1CCOCC1)c1ccc(Cl)cc1 (configuration not stated)	1%	-1%	16%	x	3%	1%	0%	-15%
Clc1ccc(Nc2ccc(Cl)nn2)cc1	4%	x	-1%	x	0%	-8%	0%	x
Cc1nc([N+](=O)[O-])nn1C12CC3CC(CC(Cl)(C3)C1)C2	-7%	5%	11%	-9%	-10%	-7%	8%	13%
O=C(Nn1cnnc1)c1ccncc1	x	-11%	6%	x	3%	9%	1%	6%
O=C(Nc1ccc2c(c1)CCC2)c1cnccn1	20%	0%	3%	13µM*	-10%	0%	3%	-2%
O=C(NNc1cc(Cl)cc(Cl)c1)c1cccs1	3%	0%[15.4 µM]	u	x	-12%	2%	-4%	u
O=C(N1CCOCC1)N1CCC(NC(=O)C23CC4CC(CC(C4)C2)C3)CC1	8%	-5%	2%	17%	6%	-3%	2%	0%
COc1ccc(C2/C=C\CN(CC(C)(C)C)CC(=O)N2Cc2ccc(F)cc2)cc1 (configuration not stated)	9%	x	6%	x	-1%	0%	-14%	x
Cc1nc([N+](=O)[O-])c(C(=O)OCc2ccccc2F)n1C	3%	0%	1%	-6%	-1%	-1%	1%	-2%
CCC(C)(C)n1nnnc1C(c1ccccc1F)N1CCC(C(N)=O)CC1 (configuration not stated)	1%	-3%	-2%	-5%	-2%	-8%	6%	8%
COC(=O)Nc1ccc(OC)c(OC)c1	-4%	0%	11%	6%	2%	6%	2%	5%
Cc1ccccc1-n1c(-c2ccncc2)n[nH]c1=S	-16%	u	0%	x	1%	5%	-1%	16µM*
Fc1ccc(Nc2nc(NCc3ccco3)c3ccccc3n2)cc1	1%	x	0%	x	12%	15%	u	x
CCOC(=O)C1CCN(Cc2cc(C(C)(C)C)c(O)c(C(C)(C)C)c2)CC1	-11%	-6%	u	3%	-10%	3%	-14%	-8%
COC(=O)c1cc(=O)n(Cc2ccco2)c(=Nc2ccc(F)c(Cl)c2)s1	-12%	-14%	1%	-26%	1%	3%	5%	3.5µM*
Cc1cc(NC2CCCCC2)nc2ccccc12	-2%	0%	-3%	u	6%	7%	u	0%
Cc1cc(C)n(C/C=C/Cn2nc(C)cc2C)n1	6%	1%	3%	-14%	-9%	u	u	21%
O=S1(=O)N=C2CCCCCN2C(c2ccc(Br)cc2)N1 (configuration not stated)	-31%	-2%	3%	-8%	16%	-7%	1%	-8%
O=C(NCCCc1ccccc1)c1ccc(Br)o1	0%	-6%	4%	-3%	-11%	-14%	5%	u
O=C(CSc1nnc(-c2ccco2)n1-c1ccccc1)N1CCOCC1	-4%	-1%	-2%	u	-2%	9%	1%	4%
CCNC(=S)N=Nc1c(O)[nH]c2ccc([N+](=O)[O-])cc12	8%	-2%	2%	-7%	2%	6%	9%	1%
CCCCCC(=O)Nc1ccc(C(=O)N/N=C/c2ccc([N+](=O)[O-])cc2)cc1	-1%	-8%	-1%	-19%	-6%	-3%	7%	4%
Cc1ccc(/C=N/NC(=O)c2nn(C)cc2Cl)cc1	-2%	-1%	-2%	11µM*	2%	6%	-2%	6%
O=C(NCc1ccc2c(c1)OCO2)c1ccc(=O)[nH]c1	10%	-5%	3%	-27%	0%	1%	-4%	0%
O=C(O)Cn1nc(-c2ccccc2)c2ccccc2c1=O	3%	-10%	6%	-10%	2%	-1%	-4%	9%
CCOC(=O)c1nc(N)c(C(=O)OCC)[nH]1	9%	-3%	5%	13%	1%	5%	u	u
CC(=O)Oc1ccc2c(=O)c(Oc3ccccc3[N+](=O)[O-])coc2c1	19%	4%	6%	11%	5%	8%	16%	-11%
Cc1ccc(-n2c3c(c(O)c(-c4ccccc4)c2=O)C(=O)CC(C)(C)C3)cc1	9%	-2%	-9%	-8%	6%	0%	-1%	2%
Cc1ccc(S(=O)(=O)N(C)CCCC(=O)Nc2ccc(C)cc2C)cc1	-4%	-6%	5%	-10%[1.84 µM]	-6%	1%	-2%	9%
CCOC(=O)N1CCN(CC(=O)Nc2cc3c(cc2C(C)=O)OCO3)CC1	6%	u	3%	-4%	-4%	2%	-6%	u
CCOC(=O)c1c(NC(=S)Nc2ccccc2)sc2c1CC(C)(C)SC2	36%[activator]	7%	-8%	0%	-15%	6%	1%	2.5µM*
COc1cccc(N(CC(=O)N/N=C(\C)c2cccs2)S(C)(=O)=O)c1	4%	7%	-1%	22%	-10%	-1%	8%	0%
Cc1cc(C)n(CC(O)CN(c2ccccc2)S(=O)(=O)c2ccc3ccccc3c2)n1 (configuration not stated)	-2%	3%	-5%	-26%	-1%	-3%	4%	7%
CCN1C(=S)SC(=O)C1=C1C=C(C)N(CCOC)C(C)=C1	4%	-11%	-4%	u	-17%	-10%	-8%	6.3µM*
N#CC1=C(N)S[C@@H](C(=O)c2ccc(F)cc2)[C@@H]1c1cccs1	19%	-3%	-18%	-31%[inhibitor]	5%	-1%	10%	u
COc1ccccc1NC(=O)CSc1nnnn1Cc1ccccc1	-8%	-2%	1%	u	-5%	5%	1%	-5%
Cc1cc(C(=O)NCc2ccccc2Br)no1	9%	-2%	-3%	3%	10%	7%	8%	u
O=C(c1ccccc1)N1CCN(CC(O)COCC2CC=CCC2)CC1 (configuration not stated)	0%	-7%	-7%	-20%	-2%	-12%	0%	u
C=CCON/C(CCC)=C1\C(=O)C(C(=O)OC)C(C)(C)CC1=NC (configuration not stated)	-6%	4%	-8%	-13%	-14%	-11%	1%	0%
Cc1ccc(C)n1-c1ccc(-c2ccnc(N)n2)cc1	27%	5%	8%	13%	x	-21%	u	u
O=S(=O)(c1ccc2ccccc2c1)N1CCN(C(=S)Nc2ccc(F)cc2)CC1	22%	u	-6%	-35%[inhibitor]	-5%	-15%	8%	u
CC(C)=CCc1c(O)c(CC=C(C)C)c2occ(-c3ccc(O)cc3)c(=O)c2c1O	8%	x	-6%	x	-2%	-1%	-21%	x
O=C(Nc1c(C(=O)N2CCOCC2)cnn1-c1ccccc1)c1ccccc1	0%	-5%	3%	2%	-1%	0%	3%	u
CSC(=O)CC(=O)NC(=O)c1ccccc1	8%	2%	-1%	12%	-2%	4%	-2%	-8%
COc1ccccc1N1C(=O)C2CC=CC(C)C2C1=O (configuration not stated)	3%	9%	6%	-8%	0%	-2%	1%	-6%
CC(=O)NN1C(=O)/C(=C\c2ccc(Br)o2)SC1=S	30%	-7%	2%	1%	-10%	-4%	0%	u
CS(=O)(=O)N1CCC2(CCCN(C(=O)Nc3cccc(C#N)c3)C2)CC1	6%	x	x	-2%	2%	-3%	x	13%
CSc1ccc(/C=N/NC(=O)c2ccccc2Cl)cc1	1%	4%	-10%	30%	-4%	2%	u	-7%
Cc1nc(-c2cccc(-c3noc(C)n3)c2)no1	10%	3%	-6%	32%	4%	-2%	3%	-6%
Cc1ccc(O)c(C(=O)c2cc(C#N)c(=O)n(-c3c(C)n(C)n(-c4ccccc4)c3=O)c2)c1	9%	-6%	1%	1%	3%	9%	-3%	9%
Cn1nc(C(=O)OCCN2C(=O)c3ccccc3C2=O)c2ccccc2c1=O	13%	6%	2%	10%	-4%	-2%	10%	3%
Cc1ccc(S(=O)(=O)N2CCN(C(=O)CSc3nccn3C)CC2)cc1	4%	x	0%	x	-6%	1%	-3%	x
COC(=O)c1cc2ccsc2n1CC(=O)NCC1CCCO1 (configuration not stated)	5%	-6%	4%	24%	6%	19%	-16%	-4%
Cc1ccc(CN2CCN(CC(=O)N=Nc3c(O)[nH]c4ccccc34)CC2)cc1	2%	-12%	-6%	-22%	-18%	-11%	-3%	32%[activator]
COCCNC(=O)c1ccccc1NC(=O)c1ccc(Cl)c(S(=O)(=O)Nc2ccc(C)cc2C)c1	0%	-26%	-11%	8%	-4%	7%	u	u
O=C(CN(c1ccccc1)S(=O)(=O)c1ccccc1)NCCSCc1ccco1	-7%	-2%	-9%	-16%	-1%	3%	-29%	10µM*
O=C(COC(=O)C1(c2ccc(F)cc2)CCCC1)N1CCOCC1	6%	-4%	3%	-12%	-8%	-3%	9%	1%
CCCCn1c(CNC(=O)c2cccs2)nc2ccccc21	4%	-2%	-2%	13%	0%	1%	4%	-6%
Nc1ccc[n+](Cc2ccccn2)c1	-5%	8%[15.4 µM]	-2%	5%	6%	9%	u	u

# Next records follow.
Compound	RGS12 GoLoco inh	GAA inhib	GAA glycogen	SMN2 splice enh	aGlu spleen mod	GLA spleen mod	KDM4E inh	ALDH1A1 inh
CCOc1cc(N2CCOCC2)c(OCC)cc1NC(=O)C1=NN(c2cccc(C)c2)C(=O)CC1	10%	0%	-6%	9%	5%	4%	8%	8%
COc1ccc(C(=O)COC(=O)C(C(C)C)N2C(=O)C3C4C=CC(C4)C3C2=O)cc1 (configuration not stated)	3%	-1%	-1%	u	-4%	1%	5%	u
COC(=O)[C@H](CCSC)NC(=O)NCc1cccs1	-6%	-11%	1%	-10%	-5%	7%	4%	4%
O=C(CNC(=O)c1cccc(OC(F)F)c1)OCc1cc(=O)n2cc(Br)ccc2n1	19%	-1%	-4%	11%	-11%	0%	1%	u
CC[C@H]1[C@@H]2C=C[C@@H]3[C@H]4C/C=C\C(=O)NCCC[C@@H]5NC(=O)C(=C5O)C(=O)CC[C@@H]4C[C@@H]3[C@H]2C[C@H]1C	2%	x	x	-68%[inhibitor]	0%&-6%	-15%&-18%	x	-1%
CCCC(=O)C1=C(N2CCCCC2)CC(C)(C)C(C(=O)OC)C1=O (configuration not stated)	3%	13%	-3%	x	-5%	2%	-10%	u
CCc1nnc(NC(=O)C2CCCN2C(=O)Nc2ccccc2OC)s1 (configuration not stated)	-12%	4%	-1%	4%	6%	0%	8%	4%

# This is a subset, so the mix of outcomes need not match the whole.
